From PubChem
E-selectin induc: induces E-selectin expression in human endothelial cells | activation, % at 7.58 µM | HUVEC E-selectin immunofluorescence imaging; normalized: neutral wells 0, TNF-alpha wells 100 | P16581 | 0.37% of 260,000 active;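 active means mean E-selectin-positive cell signal at least 10% of the positive control, reached in at least 60% of replicates, without over 20% cell loss; inconclusive means no rule given, readout overlaps actives, possibly toxicity-flagged; inactive means the rest, including those meeting only one limit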;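 further: in these data hits start at about 27%; measured in HUVEC primary endothelial cells; signal is the percent of cells scored E-selectin positive by PE staining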
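System: HUVEC, human umbilical vein endothelial cells; quantity: 3,000 cells/well; buffer or medium: EGM-2 medium, gelatin-coated wells; dosing: single-point compound dose; detection: immunofluorescence imaging; evaluation: % PE-positive cells; benchmarks: TNF-alpha, DMSO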
Casp6 inh: caspase-6 (human) enzyme inhibition | P55212 | purified caspase-6, Z-VEID-R110 cleavage fluorescence | inhibition, % at 12.5 µM | 0.53% of 350,000 active | AID 686996;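 active means mean inhibition across replicates at least about 35%, with every replicate also reaching that limit, limit read from the data; inconclusive means only one of the two criteria met; inactive means neither criterion met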;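 further: 0% = median of neutral control wells and 100% = no fluorescence left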
Target sequence (P55212 24-179 limits assumed): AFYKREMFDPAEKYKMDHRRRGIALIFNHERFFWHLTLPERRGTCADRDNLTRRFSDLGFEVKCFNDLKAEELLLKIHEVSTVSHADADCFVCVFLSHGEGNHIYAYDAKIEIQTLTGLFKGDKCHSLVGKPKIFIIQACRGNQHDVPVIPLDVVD
Target sequence (P55212 194-293 limits assumed): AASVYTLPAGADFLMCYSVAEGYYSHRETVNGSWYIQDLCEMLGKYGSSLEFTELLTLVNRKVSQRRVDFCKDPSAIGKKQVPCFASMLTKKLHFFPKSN
F508del corr: CFTR F508del correction in bronchial cells. CFBE cells, YFP halide quenching; stimulated with forskolin plus potentiator P3; % fluorescence drop versus neutral controls. activity (quench increase), % at 7.58 µM. 0.36% of 350,000 active;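 active means mean added fluorescence quench of at least 8% versus neutral control, with both replicates also reaching 8%; inconclusive means only one of the mean or replicate conditions met; inactive means mean below 8% and not both replicates reaching 8%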;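 further: cells transiently co-express mutant CFTR-F508del with the halide-sensitive YFP; corrector assay measuring rescue of mutant channel to the surface after 24 h compound exposure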
DENV2 CPE rescue: protects cells from dengue virus 2 cytopathic effect. DENV2-infected cells, cytopathic effect rescue, plate reader. 1.7% of 350,000 active. CPE inhibition, % at 9.99 µM; in the data active means CPE inhibition above about 20%, passing the limit was not always enough; inconclusive means no clear call, values can overlap the other calls; tested in BHK-21 cells;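 further: 0% = median of neutral control wells and 100% = median of positive control wells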
RAD52 anneal inh: blocks human RAD52 DNA annealing. 0.46% of 360,000 active. recombinant RAD52 DNA annealing, FRET fluorescence. inhibition, % at 18.7 µM;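 active means every replicate showing at least 50% inhibition; inconclusive means mean inhibition at least 50% but not in every replicate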
Target sequence (P43351 whole entry, looked up): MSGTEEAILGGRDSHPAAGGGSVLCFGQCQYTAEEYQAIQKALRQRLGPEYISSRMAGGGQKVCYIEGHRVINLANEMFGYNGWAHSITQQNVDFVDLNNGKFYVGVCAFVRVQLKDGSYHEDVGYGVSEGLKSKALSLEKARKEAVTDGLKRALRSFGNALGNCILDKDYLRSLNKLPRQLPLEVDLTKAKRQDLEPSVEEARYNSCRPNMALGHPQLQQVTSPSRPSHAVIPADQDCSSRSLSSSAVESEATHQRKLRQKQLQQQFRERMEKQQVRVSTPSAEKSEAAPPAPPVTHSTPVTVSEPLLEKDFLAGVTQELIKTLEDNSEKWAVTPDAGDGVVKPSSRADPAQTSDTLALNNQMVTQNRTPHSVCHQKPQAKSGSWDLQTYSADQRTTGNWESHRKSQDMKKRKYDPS
RAD54 branch: inhibitors of human RAD54 branch migration; RAD54 Holliday junction branch migration, FAM/BHQ fluorescence; 0.14% of 360,000 active; inhibition, % at 10.4 µM; Q92698;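 active means mean normalized replicate activity at least 40 and at least half of replicates scoring 40 or more; inconclusive means only one of the two criteria met; inactive means mean below 40 and under half of replicates reaching 40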;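 further: 0% = median of neutral control wells and 100% = median of positive control wells; inhibitors cause a drop in the FAM fluorescence signal; in these data hits start at about 50%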
Xi reactivation: reactivates the inactive X chromosome in mouse fibroblasts; XiGFP mouse fibroblasts, % GFP-positive cells imaging, 3 d; cells co-treated with 5-aza-dC sensitizer; scaled so ellipticine positive control = 100%; activation, % at 7.58 µM; 0.055% of 360,000 active;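 active means mean normalized replicate activation at least 10% and every replicate at or above 10%; inconclusive means only one of the two criteria met; inactive means mean below 10% and not all replicates reach 10%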;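 further: 0% = median of on-plate neutral control wells and 100% = ellipticine 6 µM median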
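Schedule: 3 d treatment, 15 min room-temperature fixation; system: 68-5-11 XiGFP fibroblast line; buffer or medium: DMEM plus 5-aza-dC sensitizer; control set: ellipticine 6 µM positive control; compound: one concentration, pinned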
INS-1E GSIS act: GLuc luminescence reporter in INS-1E cells, primary screen for activators of glucose-dependent secretion of insulin. INS-1E GLuc reporter insulin secretion, 2-3 h. activation, % at 16.6 µM. 0.61% of 370,000 active;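 active means lowest replicate activation of at least 40%, so every replicate reaches that level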;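 further: 0% = median of neutral control wells and 100% = median of IBMX positive control wells; some compounds called inactive have numbers as strong as hits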
* marks the source's active call; other numbers are inactive results; ? = inconclusive; · = no result given; & = joins results of further samples.

SMILES	INS-1E GSIS act	E-selectin induc	Casp6 inh	DENV2 CPE rescue	F508del corr	RAD52 anneal inh	RAD54 branch	Xi reactivation
CCc1nc2c(OCc3cc(Cl)cc(Cl)c3)cccn2c1N(C=O)Cc1ccc(OC)cc1	-18	-0.1	2	5	-1.3	6	-7	0.1
Cc1cccc(OC(=O)c2sc3ncn(C)c(=O)c3c2C)c1	-6	·	-7	3	·	-10	·	0.0
Cc1ccccc1-c1nc(CS(=O)(=O)CC(=O)NCCCN2CCCC2=O)c(C)o1	16	-0.3	1	-2	1.2	-6	7	0.3
Cc1ccc(NC(=O)CNC(=O)Cc2cccc3ccccc23)c(O)c1	-1	·	3	1	2.7	-10	3	0.4
COc1ccc(-n2c(-c3ccc(OC)c(OC)c3)n[nH]c2=S)cc1	25	-0.1	-1	-3	-2.3	2	8	0.2
COc1ccc(N/N=C(/C(C)=O)N2CCCc3ccccc32)cc1	-5	-0.2	-3	-1	-1.2	-14	·	-0.2
COc1ccc(C(=O)NC(=O)COC(=O)CCS(=O)(=O)c2ccc(C)cc2)cc1	0	-0.6	0	0	-1.5	-17	7	0.3
COC(=O)c1ccc(COC(=O)C(NC(=O)Cc2ccccc2)C(C)C)cc1 (stereo not drawn)	-19	·	-1	10	-4.7	-5	-1	-0.1
CC[C@@H](C)[C@@H]1CN([C@@H](CN2CCC[C@H]2CN2C(N)=NC[C@H]2C(C)C)C(C)C)C(=N)N1CCCC1CCCC1	16	0.0	-22	17	-2.0	45	22	0.6
COc1cccc(-c2ccc(=O)n(CC(=O)Nc3ccc(S(=O)(=O)NCC(C)C)cc3)n2)c1	-13	1.2	·	·	-1.3	-20	·	0.0
C[C@H]1CN([C@@H](C)CO)C(=O)Cc2cc(NC(=O)C3CC3)ccc2O[C@@H]1CN(C)S(=O)(=O)c1ccc(Cl)cc1	11	-0.2	3	?	-5.1	-13	11	0.0
COc1cc(/C=C2\C=CC(=O)O2)cc(OC)c1	-2	·	-7	6	-2.4	-47	1	0.0
O=C(NC1CCCCCCC1)c1cccc(Cl)c1	·	?	1	2	-1.4	-14	1	0.1
O=C(CNCCC1=CCCCC1)Nc1ccccc1N1CCCCCC1	5	·	1	-5	2.1	-10	5	-0.1
NC(=O)CNC(=O)[C@@H]1CC2(CC(c3ccc(Cl)cc3)=NO2)CN1C(=O)c1ccc(Br)cc1 (stereo partly drawn)	-15	0.0	16	1	-3.8	-29	-4	0.0

The last 2 entries of the section before lead into the next.
SMILES	INS-1E GSIS act	E-selectin induc	Casp6 inh	DENV2 CPE rescue	F508del corr	RAD52 anneal inh	RAD54 branch	Xi reactivation
O=C(CNCCC1=CCCCC1)Nc1ccccc1N1CCCCCC1	5	·	1	-5	2.1	-10	5	-0.1
NC(=O)CNC(=O)[C@@H]1CC2(CC(c3ccc(Cl)cc3)=NO2)CN1C(=O)c1ccc(Br)cc1 (stereo partly drawn)	-15	0.0	16	1	-3.8	-29	-4	0.0
O=C(Nc1ccccc1C(=O)N1CCCC1)c1ncoc1-c1cccc(Cl)c1	0	0.4	-2	-3	-1.7	-10	2	0.0
Cc1ccc(-n2cc(CNCCCn3cccn3)c(-c3cccc(C)c3)n2)cc1	-43	·	-9	1	-3.9	5	0	0.0
CCCN1CCC(=O)N([C@H](COc2ccccc2)CC(C)C)CC1	-13	-0.1	-3	0	-0.8	-8	-7	0.1
C/C(=N/NC(=O)CCc1ccccc1)c1ccc2c(c1)OCO2	5	0.1	-3	-2	0.4	-11	0	0.0
Cc1noc(C)c1S(=O)(=O)N(C)C[C@H]1OCCCC[C@@H](C)Oc2ccc(NC(=O)NC(C)C)cc2C(=O)N([C@@H](C)CO)C[C@H]1C	-11	·	4	-8	-3.3	-35	3	0.1
Cn1c(C(=O)NCCN2CCc3ccccc3C2)cc2c(=O)n(C)c3ccccc3c21	-4	0.1	2	1	1.7	23	36	1.1
O=C1NC(Cc2ccc(O)cc2)c2nc3ccc(F)cc3c(=O)n2-c2cc(Cl)ccc21 (stereo not drawn)	11	0.0	8	0	-1.9	-8	0	0.0
Cn1cnc(CCNC(=O)C[C@@H]2CC[C@@H]3[C@H](COC[C@H](O)CN3C(=O)C3CCCC3)O2)c1	8	0.0	29	-4	-2.2	-9	2	0.3
CCCNC(=O)C(Cc1ccccc1)NC(=O)c1ccccc1 (stereo not drawn)	20	-0.4	-1	-9	0.0	6	-1	0.3
C[C@@H]1CN([C@@H](C)CO)C(=O)c2cc(NS(C)(=O)=O)ccc2O[C@@H](C)CCCCO[C@@H]1CN(C)S(=O)(=O)c1ccc(Cl)cc1	9	0.0	-1	20*	0.8	-4	2	0.5
O=C(CN(c1ccccc1)S(=O)(=O)c1ccccc1[N+](=O)[O-])Nc1cccnc1	8	0.0	-1	7	0.2	-22	13	0.1
Cc1ccc(CNC(=O)c2ccccc2-n2cnnn2)cc1	5	0.3	1	-1	2.5	-3	·	-0.1
Nc1ncnc2nn(C3OC(CO)C(O)C3O)nc12 (stereo not drawn)	4	·	7	-2	-1.3	-8	3	0.0
Cc1cc(=O)[nH]c(N/N=C/c2c(C)nn(-c3ccccc3)c2Cl)n1	-15	·	0	-1	0.7	-12	·	0.0
O=C(C[C@@H]1CC[C@H]2[C@@H](COC[C@H](O)CN2C(=O)Nc2ccc(Cl)c(Cl)c2)O1)NC1CCC1	-19	0.2	1	13	0.6	3	7	0.0

Continued:
SMILES	INS-1E GSIS act	E-selectin induc	Casp6 inh	DENV2 CPE rescue	F508del corr	RAD52 anneal inh	RAD54 branch	Xi reactivation
Cc1noc(C)c1S(=O)(=O)Nc1ccc2c(c1)CC(=O)N([C@H](C)CO)C[C@@H](C)[C@H](CN(C)Cc1ccc(C(=O)Nc3ccccc3N)cc1)O2	16	·	0	13	0.8	12	·	0.4
COc1ccc(/C=C/C2=CC(C)(C)NC(=S)N2)cc1OC	21	·	5	0	0.1	-9	·	-0.1
COc1cccc(NC(=O)c2cnc(NS(=O)(=O)c3ccccc3)nc2)c1	13	0.4	9	?	-1.0	-71	-4	0.0
COc1ccccc1NC(=O)CN1CCN(CC(=O)Nc2ccccc2F)CC1	16	1.0	0	-5	1.1	4	·	-0.1
CCCn1c(=O)c(C(=O)NNC(=O)c2ccc(Cl)cc2Cl)c(O)c2ccccc21	-4	·	·	1	-2.7	-15	0	0.0
C=CCNC(=O)/C(=C/c1ccccc1OCC)NC(=O)c1ccccc1	·	·	1	0	-0.2	-17	·	0.1
C[C@@H]1CN([C@H](C)CO)C(=O)c2cc(/C=C/c3ccccc3)cnc2O[C@@H]1CN(C)Cc1cccc(C(=O)O)c1	9	0.9	1	6	-2.5	0	-3	-0.1
CC(C)c1cccc(-c2csc(C(O)c3ccco3)n2)c1 (stereo not drawn)	·	-0.4	-1	4	8.9*	-15	-3	-0.1
COc1ccccc1NC(=O)Nc1ccc2c(c1)OC[C@H](C)NC[C@H](C)[C@@H](OC)CN(C)C2=O	0	-0.1	2	0	-1.6	11	·	0.4
Cc1noc(C)c1NC(=O)N(C)C[C@@H]1Oc2c(NC(=O)c3ccc(-c4nccs4)cc3)cccc2C(=O)N([C@H](C)CO)C[C@@H]1C	12	·	0	33*	-4.2	-13	5	-1.0
CCOC(=O)N1N=C(C)CC1(O)c1ccc(Cl)cc1 (stereo not drawn)	25	0.0	-3	0	-0.5	-5	-1	0.4
Cc1nn(C)cc1NC(=O)C[C@H]1CC[C@@H]2[C@H](COc3ccc(NC(=O)NC(C)C)cc3C(=O)N2C)O1	2	0.1	-1	33*	0.8	11	-2	0.3
CC1(C)CC(NC(=O)C(=O)NCCc2ccccc2)CC(C)(C)N1	5	·	5	-5	0.1	-3	-14	0.1
O=C(NC(=S)Nc1ccc(Br)c(Cl)c1)C1CC1	-33	·	-1	2	-1.3	-15	-7	0.3
C[C@H]1CCCCO[C@@H](CN(C)Cc2ccncc2)[C@@H](C)CN([C@@H](C)CO)C(=O)c2cc(NS(C)(=O)=O)ccc2O1	13	-0.2	-1	-4	-1.8	-7	6	0.0

(listing goes on)
SMILES	INS-1E GSIS act	E-selectin induc	Casp6 inh	DENV2 CPE rescue	F508del corr	RAD52 anneal inh	RAD54 branch	Xi reactivation
Cc1noc(C)c1S(=O)(=O)Nc1ccc2c(c1)CC(=O)N([C@H](C)CO)C[C@@H](C)[C@H](CN(C)Cc1ccccc1)O2	-5	0.1	0	22*	-0.3	9	-3	-0.1
CN1CCN(C(=O)C2=C[C@H](C3CC3)C[C@H](OCc3ccc(CO)cc3)O2)CC1	14	-0.2	·	·	1.7	·	-9	0.1
CC(=O)N1[C@@H]2c3ccc(/C=C/c4ccccc4)c(=O)n3C[C@H]1[C@H](CO)[C@H]2C(=O)N1CCOCC1	9	1.5	4	-10	-4.0	20	·	0.0
CC1Cc2ccccc2N1C(=O)CN(C)S(=O)(=O)c1cccc2cccnc12 (stereo not drawn)	0	·	1	·	-2.3	-22	-4	0.1
CC(NC(=O)CSc1nc2ccccc2n1C)c1ccccc1 (stereo not drawn)	5	0.0	-3	0	-0.5	-6	3	0.2
Cc1nc([N+](=O)[O-])cn1CC(=O)c1ccccc1	4	·	0	-5	2.0	-8	-18	-0.1
Cc1noc(C)c1NC(=O)N(C)C[C@@H]1Oc2ccc(NC(=O)Nc3ccc4c(c3)OCO4)cc2CC(=O)N([C@H](C)CO)C[C@@H]1C	32	0.3	0	13	0.6	6	1	0.2
COc1ccc(/C(O)=C2/C(=O)C(=O)N(CCN(C)C)C2c2cccnc2)cc1C (stereo not drawn)	-6	5.0	0	0	1.2	-21	·	0.0
C[C@@H]1CN([C@H](C)CO)C(=O)CCCn2nncc2CO[C@@H]1CN(C)S(=O)(=O)c1ccccc1F	0&7	-0.1	4&0	-4&-6	-4.9&0.3	4&-3	-22&1	0.4&-0.2
COc1ccc(C(=O)[C@@H]2CC[C@](C)(C(=O)O)C2(C)C)cc1	-5	0.0	0	0	0.8	-11	1	0.0
COc1ccc(S(=O)(=O)NCCSCc2ccco2)cc1OC	-20	·	-2	0	1.0	-64	0	·
COc1ccc(/C=N\NC(=O)C2COc3ccccc3O2)cc1O (stereo not drawn)	-9	·	2	3	-1.4	-5	·	-0.2
CC(=O)Nc1ccc(NC(=O)C(C)OC(=O)CN2C(=O)C3CCCCC3C2=O)cc1 (stereo not drawn)	-1	0.0	-1	?	-0.3	8	9	1.1
COc1ccc2c3c([nH]c2c1)[C@H](CO)N(C)CC31CCN(C(=O)Nc2c(C)noc2C)CC1	11	0.7	·	-8	-0.3	-29	·	0.1
CSCCC(NC(=O)COc1ccccc1)C(=O)N1CCN(c2ccccc2O)CC1 (stereo not drawn)	-14	0.6	1	1	0.0	-4	-11	-0.6

Further compounds:
SMILES	INS-1E GSIS act	E-selectin induc	Casp6 inh	DENV2 CPE rescue	F508del corr	RAD52 anneal inh	RAD54 branch	Xi reactivation
Cc1c(NC(=O)CC#N)c(=O)n(-c2ccccc2)n1C	·	·	-2	?	-0.3	0	8	·
CSc1ccc(C(=O)C2CCCN(C(=O)c3cccnc3SC)C2)cc1 (stereo not drawn)	-14	-0.5	6	-3	1.8	-15	-2	0.1
CC(=O)c1c(O)cc(=O)oc1-c1ccc(C)cc1	2	0.1	5	1	-0.4	-6	·	0.0
CN(C)C(=O)c1ccc(-c2ccc3c(c2)[C@H]2[C@H](CCN2C(=O)C2CCC2)[C@H](CO)N3C)cc1	-11	0.0	0	-6	-2.0	-2	-9	0.0
